Source: PubChem
EWS-Fli inh: EWS/Fli-driven NR0B1 reporter inhibitors, primary screen, A673 cells, NR0B1 luciferase, luminescence, MLPCN library. actives 0.67% (n = 350,000). inhibition, % at 12.6 µM. viability-normalised;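 active = mean inhibition of at least 50% after viability correction, with every replicate also passing that limit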;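 note: firefly luciferase signal divided by Alamar Blue viability fluorescence both relative to DMSO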
S100A4 MyoIIA: inhibitors of S100A4-myosin IIA peptide binding, primary screen, biochemical, fluorescence polarization, TAMRA-MyoIIA peptide. Protein S100-A4 (Homo sapiens), P26447. inhibition, % at 10.7 µM. actives 0.14% (n = 360,000);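 active = mean inhibition of at least 70% across replicates, with every replicate also reaching that level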
Target sequence (P26447 whole entry, looked up): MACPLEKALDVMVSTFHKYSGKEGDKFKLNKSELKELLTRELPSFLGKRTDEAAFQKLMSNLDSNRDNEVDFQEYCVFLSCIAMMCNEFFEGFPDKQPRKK
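System – human S100A4 monomer protein, biochemical binding assay · Buffer or medium – Calcium-containing HEPES buffer, pH 7.2 · Timing – 5 min between mix addition and reading · Also added – TAMRA-labelled myosin IIA heavy-chain peptide probe, 5 nM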
E-sel inducer: E-selectin induction in HUVECs, primary screen, imaging, HUVEC, immunofluorescence imaging, single point; actives 0.37% (n = 260,000); normalized: neutral wells 0, TNF-alpha wells 100; AID 686992, 2013; activation, % at 7.58 µM; P16581;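 active = mean E-selectin-positive cell signal at least 10% of the positive control, reached in at least 60% of replicates, without over 20% cell loss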;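 note: in these data hits start at about 27%; measured in HUVEC primary endothelial cells; signal is the percent of cells scored E-selectin positive by PE staining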
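Read-out: % PE-positive cells | Test system: HUVEC | Doses: One compound dose added by pin transfer | Buffer or medium: EGM-2 over gelatin coat | Signal: Immunofluorescence imaging | Benchmarks: TNF-alpha, DMSO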
FN deposit inh: inhibitors of fibronectin matrix deposition, primary screen, AH1F cells, Alexa488-fibronectin fluorescence, plate reader; AID 743247, 2014; actives 0.086% (n = 350,000); AH1F fibroblasts, overnight; inhibition, % at 12.6 µM;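 active = mean inhibition across replicates of 30% or more, regardless of how many single replicates reach that level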;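 note: positive control wells lacked labelled fibronectin entirely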
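Measured by – fluorescence 485/525 nm · System – AH1F fibroblast monolayer, labelled fibronectin deposition · Amount – 10000 cells per well · Buffer or medium – serum-reduced DMEM (2% serum) · Doses – single dose, pinned · Also added – fluorescent fibronectin at 24 nM final · Schedule – 1 h cell attachment, overnight exposure to compound and label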
RAD52 inh: RAD52 DNA annealing inhibitors, primary screen, biochemical, FRET, single point, set 2 | DNA repair protein RAD52 homolog (Homo sapiens), P43351 | recombinant RAD52 DNA annealing, FRET fluorescence | inhibition, % at 18.7 µM | actives 0.46% (n = 360,000);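 active = every replicate showing at least 50% inhibition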
esBAF inh: Bmi1 luciferase reporter increase in mESCs, primary screen, esBAF inhibitor project, mouse ES cells, Bmi1 luciferase knock-in, single point; 24 h; 100% = twice the neutral-well signal; reporter increase, % at 12.5 µM; actives 2% (n = 350,000); in the data active = activation above about 40%;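 note: 0% = median of the plate's neutral control wells and 100% = double that signal; a rise in the Bmi1 reporter signal indicates esBAF inhibition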
XiGFP reactiv: activators of inactive X chromosome reactivation, primary screen, imaging, XiGFP fibroblasts, GFP high-content imaging, set 2. XiGFP mouse fibroblasts, % GFP-positive cells imaging, 3 d; cells co-treated with 5-aza-dC sensitizer; scaled so ellipticine positive control = 100%. activation, % at 7.58 µM. actives 0.055% (n = 360,000). AID 743238, 2013;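 active = mean normalized replicate activation at least 10% and every replicate at or above 10%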;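 note: 0% = median of on-plate neutral control wells and 100% = ellipticine 6 µM median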
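System: 68-5-11 XiGFP fibroblast line; Timing: 3 days compound exposure; Compound dosing: one concentration, pinned; Benchmarks: positive control ellipticine, 6 µM final; Buffer or medium: DMEM containing 5-aza-dC.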
RAD54 branch: inhibitors of human RAD54 branch migration, primary screen, biochemical, fluorescence, single point | DNA repair and recombination protein RAD54-like (Homo sapiens), Q92698 | RAD54 Holliday junction branch migration, FAM/BHQ fluorescence | inhibition, % at 10.4 µM | actives 0.14% (n = 360,000);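 active = mean normalized replicate activity at least 40 and at least half of replicates scoring 40 or more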;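 note: 0% = median of neutral control wells and 100% = median of positive control wells; inhibitors cause a drop in the FAM fluorescence signal; in these data hits start at about 50%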
Target sequence (Q92698 whole entry, looked up): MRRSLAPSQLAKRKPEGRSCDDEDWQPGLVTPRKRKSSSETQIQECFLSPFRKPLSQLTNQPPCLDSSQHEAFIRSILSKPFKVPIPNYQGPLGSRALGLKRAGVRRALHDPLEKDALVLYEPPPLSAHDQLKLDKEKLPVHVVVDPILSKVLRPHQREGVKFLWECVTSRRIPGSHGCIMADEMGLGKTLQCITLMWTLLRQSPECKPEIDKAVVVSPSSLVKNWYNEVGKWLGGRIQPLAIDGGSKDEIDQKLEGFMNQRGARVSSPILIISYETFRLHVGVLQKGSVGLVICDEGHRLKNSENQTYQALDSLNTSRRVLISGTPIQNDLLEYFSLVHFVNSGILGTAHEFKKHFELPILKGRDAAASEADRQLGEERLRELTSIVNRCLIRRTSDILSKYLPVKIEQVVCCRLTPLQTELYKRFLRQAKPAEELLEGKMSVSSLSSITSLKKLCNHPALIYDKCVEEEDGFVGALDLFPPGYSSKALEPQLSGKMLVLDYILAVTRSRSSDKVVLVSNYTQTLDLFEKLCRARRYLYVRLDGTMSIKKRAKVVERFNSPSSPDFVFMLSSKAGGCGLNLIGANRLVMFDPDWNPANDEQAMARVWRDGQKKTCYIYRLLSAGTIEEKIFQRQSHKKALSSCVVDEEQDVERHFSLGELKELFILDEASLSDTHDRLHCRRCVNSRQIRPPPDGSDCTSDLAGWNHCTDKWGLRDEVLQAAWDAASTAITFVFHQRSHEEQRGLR
The depositor's hits bear a star; x = no result given; & = joins results of further samples. Random draw from the library; overall some 3% were active at least once.

Second line of a record – EWS-Fli inh, S100A4 MyoIIA, E-sel inducer, FN deposit inh, RAD52 inh, esBAF inh, XiGFP reactiv, RAD54 branch
CN1CCN(/N=C/c2ccc(N(c3ccccc3)c3ccccc3)cc2)CC1
 : 18, 0, 2.1, 0, -5, -1, 0.1, -6
COCC#Cc1cnc2c(c1)C(=O)N([C@@H](C)CO)C[C@H](C)[C@@H](CN(C)C(=O)c1ccc3c(c1)OCO3)O2
 : -3, 0, -0.3, x, 20, 2, -0.6, 13
CCOC(=O)N1CCN(c2c(Nc3ccc4c(c3)OCCO4)c(=O)c2=O)CC1
 : -11, 0, -0.3, -14, -7, -4, 0.0, -11
O=C(Nc1c2c(nn1-c1cccc(Cl)c1)CS(=O)(=O)C2)c1cccs1
 : x, -3, x, -10, -8, -11, 0.2, 2
CN(C)S(=O)(=O)N1CCC(Oc2ccc(C(=O)N3CCCCCC3)cc2)CC1
 : 1, 2, 0.7, -2, 4, 4, 0.3, -3
O=C(Cc1ccccc1)N[C@@H]1CC[C@H](CC(=O)N2CCCCC2)O[C@H]1CO
 : -6, 4, -0.3, 3, 1, 1, 0.2, -9
CC1CCc2c(sc(NC(=O)Cn3cnc([N+](=O)[O-])n3)c2C(N)=O)C1 (stereo not given)
 : -3, -4, 0.2, 1, -17, -7, 0.0, 2
O=C(c1ccc(CS(=O)(=O)c2ccc(Br)cc2)o1)N1CCN(c2ncccn2)CC1
 : -3, 2, x, 15, 4, 1, -0.1, -4
Cc1noc(C)c1CSCC(=O)OCc1nnc(-c2ccc([N+](=O)[O-])cc2)o1
 : -4, -5, x, 7, -9, -1, -0.1, 3
COc1ccc2c(c1)c(CC(=O)Nc1nnc(C3CC3)s1)c(C)n2C(=O)c1ccc(Cl)cc1
 : -33, -7, 0.4, 1, -18, x, x, -7
CCS(=O)(=O)N1CC2(CN(C(=O)Nc3c(C)noc3C)[C@H](CO)c3c2c2ccc(OC)cc2n3C)C1
 : -6, -18, 0.0, x, 19, x, 0.6, x
Cn1cnc(S(=O)(=O)N2CC[C@@H]3[C@H](CO)Nc4ccc(C#Cc5ccccc5)cc4[C@@H]32)c1
 : -43, x, 1.2, 13, -42, -2, 0.0, -4
CN(C)C(=O)C[C@H]1C[C@H]2c3cc(NC(=O)c4ccc5c(c4)OCO5)ccc3O[C@H]2[C@@H](CO)O1
 : -40, 5, 0.0, -5, -10, 14, 0.1, -4
COc1ccc(C(CNC(=O)Cn2c(=O)oc3ccccc32)N(C)C)cc1 (stereo not given)
 : 5, -4, -0.6, x, -14, -6, 0.0, -12
CCO[C@H]1OC(C(=O)Nc2ccccc2)=C[C@@H](c2cn(C(C)=O)c3ccccc23)[C@@H]1CCCO
 : 5&0, -7&-3, -0.1, 10, 3&-16, 5, 0.0, -4&-4
COc1cccc(CCN2CCC(CNS(=O)(=O)c3cc(-c4cc(C)no4)ccc3OC)CC2)c1
 : x, -9, x, 14, -62, -6, -0.1, -1
COc1ccc2c3c([nH]c2c1)[C@H](CO)N(C(=O)c1cccc(F)c1)CC31CN(C(=O)CC2CC2)C1
 : 1, -1, -0.2, 13, 12, x, 0.0, x
O=C(N1CCCCC1)N1CCN(C(=O)N2CCCCC2)CC1
 : -6, 2, x, -6, -11, -3, 0.1, x
CSc1cccc(NC(=O)CNC(=O)c2ccc3c(c2)OCO3)c1
 : -4, -3, x, 4, -4, 10, 0.2, -3
COc1ccc(-c2cc(-c3nnc(COC(=O)c4ccncc4)o3)c3ccccc3n2)cc1OC
 : -1, -2, 3.8, -3, -78, x, -0.1, x

The last 3 compounds of the section above are carried over, then new ones follow:
Second line of a record – EWS-Fli inh, S100A4 MyoIIA, E-sel inducer, FN deposit inh, RAD52 inh, esBAF inh, XiGFP reactiv, RAD54 branch
O=C(N1CCCCC1)N1CCN(C(=O)N2CCCCC2)CC1
 : -6, 2, x, -6, -11, -3, 0.1, x
CSc1cccc(NC(=O)CNC(=O)c2ccc3c(c2)OCO3)c1
 : -4, -3, x, 4, -4, 10, 0.2, -3
COc1ccc(-c2cc(-c3nnc(COC(=O)c4ccncc4)o3)c3ccccc3n2)cc1OC
 : -1, -2, 3.8, -3, -78, x, -0.1, x
CCCc1nc2c(sc3nc4c(cc32)COC(C)(C)C4)c(=O)n1CCN(C)C
 : -9, 1, 3.6, -2, -15, x, 0.0, x
CCc1nnc(NC(=O)CSc2nc(N)c(NC(=O)c3ccc(OC)cc3)c(=O)[nH]2)s1
 : -7, 2, 0.1, 2, -21, 2, 0.2, 15
O=C(CN1CCOCC1)N1N=C(c2cccs2)CC1c1cccs1 (stereo not given)
 : 4, -7, 0.0, 5, -17, -6, -0.1, 9
CN(Cc1ccccc1Cl)C(=O)c1cnccc1C(F)(F)F
 : -9, -7, x, -4, -8, 1, 0.1, -4
COc1ccc2c3c([nH]c2c1)[C@H](CO)N(C(=O)c1cccc(F)c1)CC31CCN(C(=O)CC2CC2)CC1
 : 7, -8, -0.2, x, -11, x, 0.3, x
COc1cccc(-c2ccc([C@@H]3[C@@H](CO)N4C(=O)CN(C(=O)NC(C)C)C[C@@H]34)cc2)c1
 : -7, -1, 0.3, x, 9, x, 0.4, x
CC(C)c1ccc(NC(=O)Cc2cn(C)c3ccccc23)cc1
 : -11, 1, x, -1, -1, x, 0.0, x
CC(=O)Nc1ccccc1Oc1ccccc1
 : 2, -5, x, x, 3, -7, 0.3, -8
COc1ccc(CNC(=O)CN(C(=O)CCC(=O)Nc2ccccn2)c2cccc(C)c2C)cc1
 : 5, -5, 0.0, -8, -10, 1, 0.4, 8
COC(=O)c1c(C)oc(C)c1S(=O)(=O)NC(C)(C)C
 : 1, 1, x, -6, -8, x, 0.1, x
OCCCc1ccc(O)c(O)c1
 : 4, -1, x, x, -5, -11, x, -9
CC(C)(C)[S@@](=O)N1Cc2cc(C(=O)NCC(F)(F)F)nc(-c3cccc(-c4cccc(F)c4)c3)c2[C@H]1CCO
 : 3, -26, 1.0, 13, -77, -4, 0.0, -4
CCCCOc1ccccc1C(=O)NNC(=S)NC(=O)c1ccccc1[N+](=O)[O-]
 : 9, 0, x, 1, -19, -16, 0.0, 3
COc1ccc(C)cc1S(=O)(=O)Nc1ccc(F)cc1
 : x, 39, x, 2, x, 2, x, -4
COc1cc(C(=S)N2CCOCC2)cc(OC)c1OC(=O)Cc1ccc(F)cc1
 : x, x, x, -1, x, -9, -0.1, -3
CCCC(=O)Nc1ccc2c(c1)C(=O)N(C)C[C@@H](OC)[C@H](C)CN(Cc1nccs1)[C@@H](C)CO2
 : -4, -4, -0.1, -4, -7, 4, 0.1, -2
CC(NC(=O)COC(=O)c1ccc([N+](=O)[O-])o1)c1ccccc1 (stereo not given)
 : 2, -18, -0.5, x, -5, x, -0.1, -10
Cc1ccc(S(=O)(=O)Nc2cccc3c2O[C@@H](CN(C)S(=O)(=O)c2cn(C)cn2)[C@H](C)CN([C@@H](C)CO)C3=O)cc1
 : -7, -28, -0.2, x, 3, 3, -0.1, 3
CC(C)NC(=O)N(C)C[C@@H]1Oc2c(NS(=O)(=O)c3ccc(Cl)cc3)cccc2C(=O)N([C@H](C)CO)C[C@@H]1C
 : 5, -10, x, -4, 3, -3, 0.2, 5
O=C(COC(=O)c1nc(Cl)ccc1Cl)NC(=O)c1ccccc1
 : 1, 4, 0.1, -2, -8, -3, -0.1, -2
CCn1nnc(NC(=O)c2ccc(Br)o2)n1
 : 3, -1, x, 1, -4, 3, 0.1, -16
CCO[C@@H]1OC(C(=O)N2CCN(Cc3ccc4c(c3)OCO4)CC2)=C[C@H](c2coc3ccccc3c2=O)[C@H]1CCCO
 : 4, 0, 0.1, 0, -16, -8, -0.2, 2
Cn1c(CCNC(=O)c2ccco2)nc2cc(NC(=O)c3ccccc3)ccc21
 : x, 1, x, -18, -15, 46*, 0.1, -2
COc1ccc(CCNS(=O)(=O)c2ccc3c(c2)NC(=O)CS3)cc1OC
 : -3, -1, 114*, -10, -10, 3, 0.2, 8
CCCCOc1ccc(C(=O)NCC(=O)N2CCN(Cc3ccc4c(c3)OCO4)CC2)cc1
 : 9, -2, 1.6, -15, -9, -7, -0.1, 5
COc1ccc2c3c([nH]c2c1)[C@H](CO)N(Cc1nccs1)CC31CCN(C(=O)C2CCCC2)CC1
 : -5, 8, -0.1, x, -58, x, 0.3, x
COc1cccc(CN2CCC(n3nccc3NC(=O)CCCc3ccccc3)CC2)c1O
 : x, -1, x, -2, 1, 6, 0.0, -3
COC(=O)/C=C/c1ccc2c(c1)S(=O)(=O)N(Cc1ccc(OC)cc1)[C@H]2CC(=O)OC
 : 5, -14, -0.3, 0, -8, -10, 0.2, -4
Cc1ccc([C@H]2C[C@@H](O)[C@H](n3cc(C4CC4)nn3)CN2CC2CCCCC2)cc1
 : 9, 0, 4.3, 3, -6, -1, 0.0, -12
CCC(=O)Nc1ccc(NC(=O)c2cc3ccccc3o2)c(OC)c1
 : -133, 1, x, 8, -7, 43*, 0.0, -5
O=C(C[C@@H]1CC[C@H]2NC[C@@H](O)COC[C@@H]2O1)Nc1ccccc1
 : 1, 19, 0.0, 4, -4, 1, 0.1, 1
COC(=O)CSc1nc(NCc2ccccc2)nc(N(C)C)n1
 : 5, -3, 1.0, 2, -8, -3, 0.0, -7
COc1ccc(S(=O)(=O)N[C@H]2CC[C@@H](CC(=O)N3CCc4ccccc4C3)O[C@@H]2CO)cc1
 : 1, 4, -1.4, x, 3, 5, -0.1, -13
C[C@@H]1CCCCO[C@@H](CN(C)C(=O)Nc2ccc3c(c2)OCO3)[C@@H](C)CN([C@@H](C)CO)C(=O)c2cc(NC(=O)NC3CCCCC3)ccc2O1
 : -13, -4, 0.0, x, 29, x, 0.2, x
CCCNC(=O)COC(=O)c1ccc(S(=O)(=O)N2CCCC2)cc1
 : -18, 1, 3.3, 3, -1, x, 0.0, x
COc1ccc(NS(=O)(=O)c2cccc(C(=O)NC3CCN(Cc4ccccc4)CC3)c2)cc1
 : 38, -6, -0.5, x, -10, 5, 0.0, -18
O=C(NC1CCN(Cc2ccccc2)C1)c1cc(COc2ccc(F)cc2F)on1 (stereo not given)
 : 4, -4, -0.5, 1, -27, x, 0.1, x
C[C@H](CO)N1C[C@H](C)[C@H](CN(C)Cc2ccc3c(c2)OCO3)Oc2ccc(NC(=O)C3CCCCC3)cc2CC1=O
 : -2, -3, -0.5, x, 3, -3, 0.0, -4
O=C(COC(=O)/C=C/c1ccc(S(=O)(=O)N2CCOCC2)cc1)Nc1ccccc1F
 : 3, 4, -0.2, x, -11, -5, 0.0, 9
COc1ccc(NS(=O)(=O)c2cc(-c3cnc(C4CC4)o3)ccc2C)cc1
 : 45, -7, x, 13, -14, -32, 0.0, 9
COc1ccc2c3c(n(C)c2c1)[C@@H](CO)N(C)CC31CN(C(=O)CN2CCOCC2)C1
 : -8, 9, -0.1, x, -7, x, 0.3, x
